Screening data (PubChem BioAssay)
RGS4 block – human RGS4 inhibition; HEK293 M3R/RGS4 inducible, Fluo-4 calcium flux; active compounds read high; triggered by carbachol at its EC20; 310,000 tested, 0.45% active; B-score at 10 µM;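 active = B-score, a plate-corrected calcium signal, over three deviations above library mean, with baseline fluorescence within five deviations of library mean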;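 note: RGS4 expression induced by doxycycline in cells with stable M3 receptor; B-score is computed from the integrated fluorescence ratio over baseline after carbachol; higher B-score means a larger calcium signal and so more RGS4 inhibition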
GSK3B inh – inhibitors of human GSK3beta kinase; activity score (negative = inhibition), % at 10 µM; P49841; 300,000 tested, 0.038% active; AID 2097; GST-GSK3beta kinase, ADP-Glo luminescence, 60 min; active compounds read low;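 active = more than half of replicate wells score below -50%, meaning over 50% inhibition versus plate controls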;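 note: 0% = median DMSO wells and -100% = median GW8510 positive control wells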
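Assay system: GST-fused GSK3beta enzyme, cell-free / Medium: Tris pH 7.5 buffer with MgCl2, DTT, BSA, heparin / Also added: peptide substrate plus 25 µM ATP (final) / Compound: 10 µM single point / Timing: kinase reaction with compound 60 min at room temperature / Detection: ADP-Glo luminescence / Benchmarks: DMSO neutral wells and GW8510 at 20 µM as positive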
GSK3 alpha inh – human GSK-3 alpha kinase inhibition; 320,000 tested, 0.1% active; inhibition, % at 10 µM; ADP-Glo luminescence, 60 min; P49840;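 in the data active = inhibition above about 50%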;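 note: GST-tagged GSK-3 alpha with peptide substrate and 25 µM ATP; 0% = DMSO neutral wells and 100% = GW8510 positive control wells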
hERG rescue – hERG (human) protection from proarrhythmic block; CHO-hERG, FluxOR thallium flux, dofetilide IC70 present; 310,000 tested, 0.51% active; activation (rescue from dofetilide block), less the hit threshold, % at 10 µM; Q12809;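 active = activation above the mean of controls blocked by dofetilide plus 5 SD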;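 note: thallium influx through hERG after potassium depolarization seen as dye fluorescence rise; in these data hits start at about 4.7%; inactives centre near -7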
KCNK3 inh – human KCNK3 channel inhibition, primary screen | CHO-KCNK3 thallium flux, FluxOR fluorescence; active compounds read low | 340,000 tested, 0.84% active | O14649 | AID 602410 | B-score at 10 µM;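 active = B-score under library mean minus 4 SD, starting fluorescence ratio at most library mean plus 5 SD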;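 note: more negative B-score means stronger inhibition of thallium flux through KCNK3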
Target sequence (O14649 whole entry, looked up): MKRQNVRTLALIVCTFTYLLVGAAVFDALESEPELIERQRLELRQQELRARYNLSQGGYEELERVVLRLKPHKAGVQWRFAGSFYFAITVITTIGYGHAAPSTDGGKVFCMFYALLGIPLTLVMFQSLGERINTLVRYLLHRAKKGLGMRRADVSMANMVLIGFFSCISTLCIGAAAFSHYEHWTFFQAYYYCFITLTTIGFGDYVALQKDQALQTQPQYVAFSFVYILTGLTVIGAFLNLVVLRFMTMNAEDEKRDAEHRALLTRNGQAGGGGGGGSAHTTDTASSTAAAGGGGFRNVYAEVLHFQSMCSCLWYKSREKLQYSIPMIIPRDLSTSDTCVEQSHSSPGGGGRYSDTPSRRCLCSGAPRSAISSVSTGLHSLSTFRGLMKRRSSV
RGS4 pot – RGS4 potentiation or activation; B-score at 10 µM; AID 463111; 310,000 tested, 0.92% active; HEK293 M3R/inducible RGS4, carbachol calcium flux Fluo4; active compounds read low;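 active = B-score of the integrated calcium signal more than 4 SD below the library mean, with starting fluorescence not abnormally high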;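 note: negative B-score means reduced calcium response which marks RGS4 activation or potentiation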
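Reagent: ECmax carbachol challenge; Test system: M3R-expressing HEK293 line, RGS4 induced by doxycycline; Schedule: overnight RGS4 induction, 30 min dye load 37 °C, 20 min compound RT; Detection: calcium dye Fluo4 fluorescence; Read-out: Agonist-evoked peak-minus-minimum fluorescence over baseline, integrated ratio, B score.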
KCNQ1 block – inhibitors of human KCNQ1 potassium channel; AID 2642; CHO-K1 KCNQ1, FluxOR thallium flux fluorescence; active compounds read high; B-score at 10 µM; P51787; 310,000 tested, 1.3% active;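 active = compounds whose thallium flux B-score, printed positive for inhibition, exceeds three library SD while starting fluorescence stays within three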;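 note: channel opened by potassium depolarization with thallium stimulus after 20 min compound exposure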
Target sequence (P51787 whole entry, looked up): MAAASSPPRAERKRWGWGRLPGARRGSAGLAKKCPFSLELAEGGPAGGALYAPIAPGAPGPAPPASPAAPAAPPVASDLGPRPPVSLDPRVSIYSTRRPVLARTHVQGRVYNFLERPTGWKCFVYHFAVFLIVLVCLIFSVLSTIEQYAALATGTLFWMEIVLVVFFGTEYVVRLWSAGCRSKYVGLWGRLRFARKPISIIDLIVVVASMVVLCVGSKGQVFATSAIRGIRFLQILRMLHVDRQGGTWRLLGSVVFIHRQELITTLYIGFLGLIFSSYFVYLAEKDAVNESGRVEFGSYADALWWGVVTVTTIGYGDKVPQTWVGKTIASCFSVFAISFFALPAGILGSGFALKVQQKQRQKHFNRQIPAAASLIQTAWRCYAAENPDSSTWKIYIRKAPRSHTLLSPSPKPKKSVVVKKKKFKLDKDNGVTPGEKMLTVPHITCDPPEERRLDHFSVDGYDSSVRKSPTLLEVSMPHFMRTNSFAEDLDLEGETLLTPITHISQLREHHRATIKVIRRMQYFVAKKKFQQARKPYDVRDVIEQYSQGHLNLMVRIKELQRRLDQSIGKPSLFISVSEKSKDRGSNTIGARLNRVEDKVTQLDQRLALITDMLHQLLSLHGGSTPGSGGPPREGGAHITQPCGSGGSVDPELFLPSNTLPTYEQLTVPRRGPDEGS
Dyrk1A ADPGlo – inhibitors of rat Dyrk1A kinase. Q63470. inhibition, % at 12.5 µM. ADP-Glo luminescence, NFATc1 peptide. 310,000 tested, 0.43% active. AID 504441; in the data active = inhibition above about 50%;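 note: plate controls were vehicle with enzyme for no effect and no enzyme for full effect; many of its hits are not listed in these tables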
PolyA inhibitor – yeast polyadenylation inhibition; S. cerevisiae SKY197-pL101 polyadenylation reporter, beta-gal luminescence; efflux-impaired pdr1/pdr3 knockout yeast; score 100 = 6 SD above DMSO; calls only at 12 µM; 300,000 tested, 0.02% active; AID 1875;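 active = lowest replicate activity score at least 50, where 100 means six control SD above control mean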;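 note: yeast exposed to compound for 9 h at 30 °C; higher score means more reporter readthrough which indicates perturbed polyadenylation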
KCNK9 inh – blocks the human KCNK9 two-pore domain potassium channel | HEK293 KCNK9, FluxOR thallium flux fluorescence; active compounds read low | Q9NPC2 | AID 488922 | 310,000 tested, 1.2% active | B-score at 10 µM;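 active = ratio B-score over 3 SD below the library mean, with starting fluorescence within 5 SD of its mean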;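 note: negative B-score means less thallium flux so channel inhibition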
KCNQ1 pot – potentiates or activates the human KCNQ1 potassium channel | CHO-K1 KCNQ1, thallium flux FluxOR fluorescence; active compounds read high | B-score at 10 µM | AID 2648 | 310,000 tested, 0.35% active | P51787;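 active = fluorescence ratio B-score, a plate-corrected score, at least three library SD, with initial intensity B-score within 5 SD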
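System: Stable KCNQ1 CHO-K1 line | Incubation: 90 min dye loading and 20 min compound exposure, both at room temperature | Measure: Ratio B score | Medium: Assay buffer for compound exposure, DMSO matched across wells | Compound dosing: Single-concentration screen | Probe or stimulus: K+/Tl+ depolarizing stimulus | Measured by: Kinetic FluxOR fluorescence, 10 s baseline plus 110 s post-stimulus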
Active calls of the source: *; i = inactive; x = no result given. This is a subset; the hit share may differ from the screen's.

Each structure is followed by: RGS4 block	GSK3B inh	GSK3 alpha inh	hERG rescue	KCNK3 inh	RGS4 pot	KCNQ1 block	Dyrk1A ADPGlo	PolyA inhibitor	KCNK9 inh	KCNQ1 pot
CCNC(=O)CC1C(=O)N(c2ccc(C)cc2)C(=O)N1Cc1ccccn1 (stereo not drawn)
 : i	1	0	-1	i	i	i	-1	i	i	i
Cc1ccc(CCNC(=O)C2CCCN(C(=O)c3cc4sccc4n3C)C2)cc1 (stereo not drawn)
 : i	3	-1	-14	i	i	i	3	i	i	i
CN(C)S(=O)(=O)c1ccc(N2CCCC2)c(C(=O)NC2(C)CCS(=O)(=O)C2)c1 (stereo not drawn)
 : i	-8	3	-11	i	i	i	-7	i	i	i
Cn1c(=O)c2c(SCC(=O)Nc3ccccc3F)nc(-c3ccccc3F)nc2n(C)c1=O
 : i	2	-1	-11	i	i	i	-2	i	i	i
Cc1occc1C(=O)NCc1ccc2c(c1)OCO2
 : i	2	2	-6	i	i	i	1	i	i	i
COc1cc2c(cc1OC)C(c1ccco1)CC(=O)N2 (stereo not drawn)
 : i	-2	0	-14	i	i	i	3	x	i	i
CCc1c(C)sc(NC(=S)N2CC(C)OC(C)C2)c1C(=O)OC (stereo not drawn)
 : i	-1	-1	-18	i	i	i	-1	i	i	i
CCOc1ccc2cc(C3CC(c4ccco4)=NN3S(C)(=O)=O)c(Cl)nc2c1 (stereo not drawn)
 : i	-2	-1	-8	i	i	i	-6	i	i	i
O=C(NCc1ccccc1Cl)C1CCC(CNc2c(N3CCOCC3)c(=O)c2=O)CC1 (stereo not drawn)
 : i	-1	-2	-10	i	i	i	-2	i	i	i
O=C(O)c1cc(NC(=O)C2CCCO2)cc(C(=O)O)c1 (stereo not drawn)
 : i	0	0	-7	i	i	i	-1	i	i	i
COc1ccc(NC(=S)Nc2cc(-c3ccccc3)[nH]n2)cc1Cl
 : i	2	0	-6	i	i	i	-4	i	i	i
O=C(O)C1C2CCC(C2)C1C(=O)Nc1ccccc1 (stereo not drawn)
 : i	0	18	-5	i	i	i	2	i	i	i
CCCS(=O)(=O)N1CCC(C(=O)NCc2ccc(F)cc2)CC1
 : i	-1	0	-6	i	i	i	3	i	i	i
Cc1ccc(S(=O)(=O)NCC(=O)N(CC(=O)NCc2ccco2)Cc2cccs2)cc1
 : i	-1	-1	-11	i	i	i	0	i	i	i
CCc1n[nH]c(=S)n1/N=C/C(C)=C\c1ccccc1
 : i	-27	x	-1	i	i	i	-4	i	i	i
COc1cc(/C=N/NC(=O)c2[nH]nc3c2CCc2ccccc2-3)ccc1O
 : i	1	3	-10	i	i	i	25	i	i	i
Cc1ccc(CNC(=O)c2ccc(OCC(C)C)cc2)n1C
 : i	1	4	-8	i	i	i	0	i	i	i
CCN(CC(=O)NCc1ccc(F)cc1)Cc1cc(=O)n2ccsc2n1
 : i	-1	-1	-10	i	i	i	2	i	i	i
Cc1cc(Cl)ccc1OCC(=O)Nc1cccc(S(=O)(=O)NC2=NCCCCC2)c1
 : i	-1	-2	-12	i	i	i	-4	i	i	i
Nn1c(COc2ccccc2)nc2ccccc2c1=O
 : i	0	1	-7	i	i	i	8	i	i	i
CCCOc1ccc(-c2nc[nH]c2[N+](=O)[O-])cc1
 : i	-3	0	-13	i	i	i	-3	i	i	i
Cc1csc(NC(=O)Cc2ccc(Br)cc2)n1
 : i	5	-1	-9	i	i	i	-2	i	i	i
O=C(O)/C=C/C(=O)NCc1cn(-c2ccccc2)nc1-c1cccc(Br)c1
 : i	4	-6	-7	i	i	i	-1	i	i	i
O=C(Nc1ccc2c(c1)C(=O)NC2=O)c1cc(Cl)ccc1Cl
 : i	-3	-1	-7	i	i	i	11	i	i	i
O=C(CSc1nc2ccccc2c(=O)n1NC(=O)c1ccccc1)c1ccccc1
 : i	1	0	-19	i	i	i	11	i	i	i
CCC(=O)N1c2ccc(S(=O)(=O)N(CCO)Cc3ccccc3)cc2CC1C (stereo not drawn)
 : i	-5	3	-5	i	i	i	-4	i	i	i
Cc1sc2ncnc(SCC(=O)N3CCCC(C(N)=O)C3)c2c1C (stereo not drawn)
 : i	-4	1	-8	i	i	i	9	i	i	i
C#CCNc1c(C)c(C)nc2ncnn12
 : i	-3	-3	-6	i	i	i	-6	i	i	i
COc1cccc(NC(=O)C(=O)N/N=C/c2cc(C)n(-c3ccc(Cl)c(Cl)c3)c2C)c1
 : i	-3	4	-6	i	i	i	-2	i	i	i
CC1CCN(S(=O)(=O)c2ccc(NC(=S)NC(=O)c3ccc(Cl)cc3)cc2)CC1
 : i	-22	4	-8	i	i	i	1	i	i	i
CCOc1cccc2sc(N(CCN(C)C)C(=O)CCS(=O)(=O)c3ccccc3)nc12
 : i	-2	1	-13	i	i	i	-9	i	i	i
CCOc1cccc(C(=O)N/N=C/c2ccoc2)c1
 : i	4	x	-8	i	i	i	-3	x	i	i
CC(C)(C)NC(=O)c1nn2c(C(F)(F)F)cc(-c3ccccc3)nc2c1Br
 : i	-2	0	0	i	i	i	5	x	i	i
COc1cc(-c2cc(-c3nnco3)c3ccccc3n2)cc(OC)c1OC
 : i	2	4	-4	i	i	i	x	i	i	i
COc1ccc(C(c2sc3nc(C)nn3c2O)N2CC(C)OC(C)C2)cc1OC (stereo not drawn)
 : i	2	-1	-11	i	i	i	0	i	i	i
CC(C)Nc1nc(NC(C)(C)C)nc(Oc2ccc(=O)n(C)n2)n1
 : i	1	0	-7	i	i	i	5	i	i	i
CC(C)CC(NC(=O)C(NC(=O)C(Cc1ccc(OCc2ccccc2)cc1)NC(=O)OC(C)(C)C)C(C)C)C(N)=O (stereo not drawn)
 : i	-3	-2	-4	i	i	i	-6	i	i	i
CC(C)=CC(=O)OCC(=O)Nc1ncc(Cl)c(C)c1Cl
 : i	4	-1	-9	i	i	i	-5	i	i	i
CC(C)(C)N(NC(=O)Nc1ccccc1)C(=O)c1ccccc1Cl
 : i	3	-4	2	i	i	i	-5	i	i	i
CC1(C)C(=O)Nc2ccccc2N1C(=O)COc1ccc(S(=O)(=O)N2CCOCC2)cc1Cl
 : i	0	-1	-4	i	i	i	3	i	i	i
O=C(CSCc1ccccc1Cl)NNC(=S)Nc1ccccc1
 : i	2	-1	-8	i	i	i	13	i	i	i
O=C(CSc1nc2ccccc2c(=O)n1CC1CCCO1)Nc1ccccc1Cl (stereo not drawn)
 : i	0	-3	-6	-12*	i	i	-4	i	-7.6*	i
CCCN=C1CC(C)(C)CC(=O)/C1=C(/O)CCCN1C(=O)c2ccccc2C1=O
 : i	-3	-1	-21	i	i	i	2	i	i	i
COc1ccc(C(=O)N/C(=C\c2ccco2)C(=O)NCc2cccnc2)cc1
 : i	0	1	-7	i	i	i	-3	i	i	i
COc1cccc(OC)c1C(=O)NC(=S)Nc1ccc(S(=O)(=O)Nc2nccs2)cc1
 : i	7	2	-12	i	i	i	-4	i	i	i
N/C(=N\OC(=O)c1cccc(Br)c1)c1ccccn1
 : i	-1	2	-9	i	i	i	3	i	i	i
CS(=O)(=O)N1CCN(c2ccccc2NC(=O)c2cccnc2Cl)CC1
 : i	-1	2	-5	i	i	i	-6	i	i	i
COc1ccc(Nc2ccccc2)c(C)c1
 : i	-1	3	-6	i	i	i	2	i	i	i
O=C(NCCN1CCCCC1)c1cc(Cl)ccc1Cl
 : i	3	0	2	i	i	i	3	i	i	i
Clc1ccc(-c2nc3ncccn3c2Nc2ccc3c(c2)OCCO3)cc1
 : i	2	-1	-4	i	i	i	7	i	i	i

(listing goes on)
Each structure is followed by: RGS4 block	GSK3B inh	GSK3 alpha inh	hERG rescue	KCNK3 inh	RGS4 pot	KCNQ1 block	Dyrk1A ADPGlo	PolyA inhibitor	KCNK9 inh	KCNQ1 pot
COc1ccc(Cl)cc1NC(=O)CN(C)C(=O)c1cc(-c2cccs2)nn1-c1ccccc1
 : i	0	0	-9	i	i	i	0	i	i	i
O=C(O)c1ccc(-n2nncc2-c2ccco2)cc1
 : i	1	0	-4	i	i	i	2	i	i	i
Cc1cc(C)c(C)c(OCCOCCNCc2ccccc2)c1
 : i	-3	2	-6	i	i	i	-1	i	i	i
CC(C)=CCC12Oc3cc(O)ccc3C1(O)Oc1cc(O)c([C@H]3C=C(C)CC(c4ccc(O)cc4O)[C@H]3C(=O)c3ccc(O)cc3O)c(O)c1C2=O (stereo partly drawn)
 : 15*	-24	3	-4	x	i	i	x	i	i	i
COCCOC(=O)c1ccc(NC(=O)COc2ccc([N+](=O)[O-])cc2)cc1
 : i	0	-1	0	i	i	i	-3	i	i	i
COc1cc(OC)c(C(=O)/C=C/c2ccccc2)c(O)c1O
 : i	-2	-2	-26	i	i	i	10	i	i	i
CC(=O)Nc1sc(C)c(C)c1C(=O)OCC(=O)N(C)c1c(N)n(Cc2ccccc2)c(=O)[nH]c1=O
 : i	2	1	-11	i	i	i	7	i	i	i
CCOc1ccccc1Nc1nc(-c2sc(C)nc2C)cs1
 : i	0	0	-4	i	i	i	3	i	i	i
CN(C)c1ccc(C(=O)NC2CCCc3ccccc32)cc1 (stereo not drawn)
 : i	1	1	-4	i	i	i	-2	i	i	i
Cc1nnc2c(SC(C)C)nc3ccccc3n12
 : i	-3	1	5	i	i	i	1	i	i	i
C=CCN1C(=O)C(CCCC)NC1=S (stereo not drawn)
 : i	8	-1	-2	i	i	i	-3	i	i	i
CC(C)c1nnc(NC(=O)C2CCCCC2)s1
 : i	4	-2	-9	i	i	i	-3	i	i	i
COC(=O)c1ccc2c(=O)n(CCN3CCOCC3)c(SCC(=O)c3ccccc3)nc2c1
 : i	1	-1	-15	i	i	i	-2	i	i	i
Cn1c2ccccc2c2n[nH]c(=S)nc21
 : i	-1	0	-1	i	i	i	5	x	i	i
CCCCNc1c2c3c(cccc3n(C)c1=O)C(=O)c1ccccc1-2
 : i	3	0	-38	i	-12*	29*	10	i	i	i
